Screening results: PubChem, several laboratories
CaV13 FRET inh: Disruptors of the CACNA1D IQ motif to Ca2+-dependent inactivation inhibitor domain association, primary screening, Förster resonance energy transfer in intact living …; HEK cells, CFP/YFP FRET ICDI-IQ, plate reader, 10 min; percent FRET-ratio fall versus neutral wells; inhibition, % at 12.3 µM; actives 0.098% (n = 340,000); AID 743397;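 active means mean replicate inhibition of at least 30% and at least 1% of replicates passing that level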;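 further: 0% = median of the neutral control wells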
Shn3 3UTR inh: reduces Shn3 3'UTR luciferase signal in osteoblasts; Clone20 osteoblast Shn3 3'UTR firefly luciferase, 24 h; inhibition, % at 12.5 µM; actives 0.52% (n = 360,000); AID 588674;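 active means mean inhibition of at least 75% with every replicate also reaching 75%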;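 further: 0% = median of neutral control wells and 100% = pilot-screen positive control compound; some compounds past the cut are filed as inactive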
iPSC survival up: increases survival of single human iPS cells. hiPSC single-cell survival, ATPlite luminescence; 100% = ROCK inhibitor wells, 0% = DMSO. survival enhancement, % at 20 µM. actives 0.044% (n = 360,000); in the data active means survival enhancement above about 18%;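 further: cells exposed to compounds for 16 hours before the ATP read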
PDI inh: PDI (human) enzyme inhibition; inhibition, % at 10 µM; AID 588391; PDI insulin aggregation turbidity, A650, 90 min; actives 0.052% (n = 350,000); P07237;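 active means mean inhibition across replicates of 30% or more, whatever share of single replicates reach that level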;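 further: absorbance from insulin aggregation driven by PDI reduction with DTT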
m5-HT2A agonist: mouse HTR2A agonism via beta-arrestin recruitment; P35363; CHO-K1 mHTR2A beta-arrestin complementation, luminescence; percent of 30 µM serotonin response; activation, % at 7.6 µM; actives 0.66% (n = 360,000);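 active means activation above a run cutoff, the mean activation of all tested compounds plus 3 SD, cut at about 14% in these data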;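 further: 0% = plate median of compound wells and 100% = 30 µM serotonin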
Target sequence (P35363 whole entry, looked up): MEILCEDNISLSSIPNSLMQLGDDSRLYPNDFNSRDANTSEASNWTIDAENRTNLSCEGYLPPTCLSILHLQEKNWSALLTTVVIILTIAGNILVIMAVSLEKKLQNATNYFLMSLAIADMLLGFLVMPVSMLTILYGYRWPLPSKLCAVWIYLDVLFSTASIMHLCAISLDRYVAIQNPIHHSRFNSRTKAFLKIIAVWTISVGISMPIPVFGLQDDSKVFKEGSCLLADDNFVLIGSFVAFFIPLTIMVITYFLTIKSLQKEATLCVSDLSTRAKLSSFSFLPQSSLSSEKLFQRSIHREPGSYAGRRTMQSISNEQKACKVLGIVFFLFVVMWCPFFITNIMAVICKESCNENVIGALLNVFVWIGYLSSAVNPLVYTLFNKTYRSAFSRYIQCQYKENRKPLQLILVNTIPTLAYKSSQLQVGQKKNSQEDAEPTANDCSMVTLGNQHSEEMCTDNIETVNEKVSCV
NR2E3 ag-1: agonists of human NR2E3 nuclear receptor. Q9Y5X4. CHO-S Gal4-NCOR/VP16-NR2E3 two-hybrid, luciferase. inhibition of corepressor binding, % at 3.98 µM. AID 602229. actives 0.35% (n = 360,000);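 active means inhibition above the mean of all tested compounds plus 3 SD, cut at about 70% in these data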;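 further: 0% = DMSO with NR2E3 transfected cells and 100% = cells lacking NR2E3 construct; higher means lower luciferase signal from less NR2E3 corepressor binding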
Target sequence (Q9Y5X4 whole entry, looked up, the tested form may be a part): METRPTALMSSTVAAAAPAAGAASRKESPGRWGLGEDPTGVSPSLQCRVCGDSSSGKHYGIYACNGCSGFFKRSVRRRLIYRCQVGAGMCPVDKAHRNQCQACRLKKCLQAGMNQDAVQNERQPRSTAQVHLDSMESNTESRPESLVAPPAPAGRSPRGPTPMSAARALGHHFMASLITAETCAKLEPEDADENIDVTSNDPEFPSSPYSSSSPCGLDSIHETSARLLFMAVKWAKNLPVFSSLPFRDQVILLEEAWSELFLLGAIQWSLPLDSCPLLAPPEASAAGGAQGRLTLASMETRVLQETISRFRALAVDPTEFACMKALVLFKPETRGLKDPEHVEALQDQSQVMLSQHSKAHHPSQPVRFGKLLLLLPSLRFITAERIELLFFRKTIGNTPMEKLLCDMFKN
Cardio protect: myocardial damage modulation in H9c2 cells. H9c2 cardiomyocytes, H2O2 injury protection, ATPLite, 2 h. AID 588492. actives 0.63% (n = 360,000). protection from H2O2 cell death, % at 20 µM;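 active means compounds giving at least 50% protection of heart cells from peroxide-induced death in the single-dose screen, raw or plate-pattern-corrected value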;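 further: 0% = DMSO wells with peroxide and 100% = DMSO wells without peroxide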
HIF-2a inh: inhibitors of HIF-2a; 786-0 RCC cells HIF-2a reporter, luciferase luminescence, overnight; inhibition, % at 18.8 µM; actives 0.72% (n = 360,000);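 active means inhibition of the luminescence signal of 40% or more relative to plate controls, in a single-dose primary screen at 18.75 µM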
Peg3 prom inh: inhibitors of Peg3 promoter; HeLa PEG-Prom luciferase reporter, luminescence, overnight; inhibition, % at 20 µM; actives 1.7% (n = 360,000); AID 588405;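 active means inhibition of at least 50% at 20 µM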
NR2E3 ag-2: agonists of human nuclear receptor NR2E3; Q9Y5X4; GST-NR2E3/biotin-RetCOR TR-FRET, 1536-well; inhibition of corepressor binding, % at 4.78 µM; actives 0.12% (n = 320,000); AID 2300;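 active means percent inhibition above the cutoff of mean plus 3 SD of all tested compounds, set per screening campaign, cut at about 20% in these data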;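 further: 0% = DMSO wells and 100% = biotin wells as full block of FRET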
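Material: NR2E3–RetCOR corepressor complex / Incubation: Compound–protein incubation for 5 h at 4 °C / Dosing: compound at 4.8 µM, single dose / Detection: time-resolved FRET / Benchmarks: high control biotin, low control 0.6% DMSO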
MITF TRPM1 inh: inhibitors of MITF-driven TRPM1 promoter in melanoma cells. inhibition, % at 12.5 µM. SK-MEL-5 TRPM1 promoter luciferase, 24 h. actives 0.83% (n = 330,000). AID 488899;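 active means mean inhibition across replicates of 60% or more, whatever share of single replicates reaches that level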; further: values of inactives mirror those of a sister screen read the other way
An asterisk follows results filed as active; / = no result given.

SMILES	HIF-2a inh	Shn3 3UTR inh	PDI inh	iPSC survival up	m5-HT2A agonist	NR2E3 ag-1	Cardio protect	Peg3 prom inh	CaV13 FRET inh	NR2E3 ag-2	MITF TRPM1 inh
COc1cccc(C2/C(=C(/O)c3ccccc3)C(=O)C(=O)N2Cc2ccco2)c1 (centres undefined)	12	-13	5	-0.5	0	12	-3	14	-21	7	-1
COc1ccc(C2CC(c3ccccc3)=NN2c2ccc(/C=N/NC(=O)c3ccncc3)cc2)cc1 (centres undefined)	11	/	1	3.6	1	3	-5	-1	-13	1	-9
Cc1ccc2c(c1)C=CC(C)(C)S2(=O)=O	7	3	11	2.7	0	-21	6	-1	-3	2	-2
Cc1cc(NC(=S)NC(=O)c2ccccc2)ccc1-c1cc2ccccc2oc1=O	8	37	-3	0.3	1	-13	0	0	-4	0	43
C[C@H](CO)N1C[C@H](C)[C@@H](CN(C)Cc2cccc3c2OCCCO3)OCc2cnnn2CCCC1=O	13	-1	3	-1.6	19*	-37	9	8	-7	/	/
COc1ccc(S(=O)(=O)N(CCc2ccccc2)CC(N)=O)cc1	3	-26	0	-0.8	0	11	-2	1	-1	-1	-13
CC(O)(c1ccc(F)c(F)c1)c1nc(-c2cccc(C(=O)O)c2)cs1 (centres undefined)	-92	-21	-2	1.5	3	-114	-1	-90	-6	/	/
COc1ccc(-c2[nH]ncc2CN2CCC(N3CCSCC3)CC2)cc1F	5	14	8	-1.9	2	2	-6	17	-2	0	-2
COCCn1c(SCC(=O)N2CCCCC2)nc2c(c1=O)SC(C)C2 (centres undefined)	12	-3	-10	0.0	8	-34	-1	5	-6	-1	6
CSC(=S)N/N=C/c1ccccc1	9	-6	9	-0.2	-3	31	0	12	6	3	-1
CC1(c2ccc(OC(F)F)cc2)NC(=O)N(CC(=O)Nc2cccc(S(N)(=O)=O)c2)C1=O (centres undefined)	14	-1	-1	0.2	7	2	5	8	-1	0	4
CCN(CC)S(=O)(=O)c1ccc(NC(=O)CSc2cccc[n+]2[O-])cc1	-7	-16	8	-1.3	-6	-10	3	12	-8	-1	-11
c1ccc(CSc2nccc(-c3ccco3)n2)cc1	-180	-28	-2	-0.5	-1	-21	-5	-123	-2	1	/
Cc1cc(-c2csc3ncnc(N4CCN(C)CC4)c23)cc(C)c1C	15	11	8	0.3	-12	-19	0	-2	-4	4	-1
Cc1csc(NC(=O)CS(=O)(=O)Cc2ccccc2)n1	8	1	11	-1.3	0	9	-1	14	-7	4	-9
COC(=O)Nc1sc2c(c1C(=O)N1CCOCC1)CCC(C)C2 (centres undefined)	4	5	4	0.9	1	-27	-1	3	-8	2	10
Nc1nc(SCC(=O)Nc2ccccc2)[nH]c(=O)c1NC(=O)c1cccs1	7	3	/	0.1	-6	8	2	5	-7	1	/
Cn1c(C(=O)OCC(=O)NCc2ccc(F)cc2)cc2occc21	-6	-11	-2	-0.2	2	-24	-6	10	-4	-5	13
CCOc1ccccc1OCC(=O)NN1Cc2ccccc2C1=N	9	-4	9	-0.9	0	-8	11	16	0	-2	8
O=C(O)c1ccc(CN2C(=O)c3ccccc3S2(=O)=O)cc1	8	11	3	2.0	-1	-4	5	6	/	3	6
Cc1cc2ccccc2n1CCNC(=O)C(C)(C)C	5	-9	/	0.6	1	-22	3	16	-9	3	/
Cc1nc2ccccc2c2c1CC(C(C)(Cl)Br)O2 (centres undefined)	5	90*	5	-0.3	1	62	-22	6	-5	-2	26
COc1ccc(NC(=O)C(CC(=O)O)Cc2ccc(Cl)cc2)cc1 (centres undefined)	23	2	-3	-0.5	5	-37	7	-4	-5	1	6
O=C(CCN1C(=O)c2ccccc2C1=O)Nc1cccc(O)c1	11	-13	3	0.3	3	-16	6	-6	-4	-4	-14
COC(=O)c1cnc(Oc2ccc(NC(=O)NC(=O)c3c(F)cccc3Cl)cc2)cc1C(F)(F)F	14	25	0	0.7	5	8	-12	23	-6	3	26
CCCCNC(=O)CNC(=S)N(Cc1ccccc1)Cc1cccnc1	19	2	0	-1.0	1	-11	0	20	-3	0	1
CCOc1ccc(NC(=O)CSc2nc(=O)n(CCCN3CCOCC3)c3c2CCC3)cc1	20	-1	-6	0.2	-2	-16	-1	2	-6	1	-16
CCOc1ccc(CCNC(=O)Cn2ccc3ccccc3c2=O)cc1OCC	9	13	-7	0.4	-2	28	0	14	-6	1	4
Nc1nnc(SCC(=O)Nc2cccc(S(=O)(=O)N3CCCCC3)c2)s1	9	1	-17	3.5	0	-5	-5	4	-5	0	1
COc1cc(C2NC(=O)NC(C)=C2C(=O)OC(C)C)ccc1OC(=O)c1ccco1 (centres undefined)	9	-7	4	0.0	-3	-11	-2	6	/	3	-6

Carrying on.
SMILES	HIF-2a inh	Shn3 3UTR inh	PDI inh	iPSC survival up	m5-HT2A agonist	NR2E3 ag-1	Cardio protect	Peg3 prom inh	CaV13 FRET inh	NR2E3 ag-2	MITF TRPM1 inh
CC1(C)CC(=O)N(c2cc(Cl)ccc2Cl)C(=O)C1	18	-6	-18	-0.3	4	-16	-2	11	-18	-1	1
Cc1cccc(-n2cnc(C(=O)Nc3cccnc3)c2)n1	-219	-41	-11	-3.8	6	-90	-6	-242	/	3	-78
O=C(Nc1ncn[nH]1)c1cc(S(=O)(=O)Nc2cccc(C(F)(F)F)c2)ccc1Cl	11	-7	1	-0.7	0	6	-4	3	-4	-2	5
C/C(=N/NS(=O)(=O)c1cc(C)ccc1C)c1ccc2c(c1)OCO2	9	-10	-5	-0.1	-4	-15	3	22	-6	/	6
Cn1cc(S(=O)(=O)CC(=O)N2CCc3ccccc32)c2ccccc21	18	-12	/	2.3	3	5	18	1	-2	0	10
COc1cccc(-n2c(Cc3cc(=O)[nH]c(=O)[nH]3)nnc2SCC(=O)NC2CCCC2)c1	11	-6	/	-1.1	-5	-33	-8	6	-2	-1	-22
O=C1COc2ccc(C(=O)COC(=O)Cc3ccsc3)cc2N1	5	-1	7	0.1	-1	-3	5	0	-2	1	-26
O=C(COc1ccccc1)Nc1ccc(C(=O)N2CCCC2)cc1	-23	5	6	0.6	3	6	-1	-1	-5	0	5
CC(=O)c1ccc(N2CCN(C(=O)c3ccc4nc[nH]c4c3)CC2)cc1	-4	-17	1	-2.6	-2	-11	7	7	-19	-1	1
COc1ccc(Cc2nc(-c3cccs3)no2)cc1	-219	-47	-4	-0.5	-3	-46	-6	-233	-5	1	-32
CCC1CCCCN1S(=O)(=O)c1ccc(C(=O)Nc2nnc(C3CC3)o2)cc1 (centres undefined)	18	43	5	-0.3	-1	6	22	19	-6	6	-2
O=C(N/N=C/c1cccc([N+](=O)[O-])c1)C1CC(=O)N(c2ccc(F)cc2)C1 (centres undefined)	21	-7	-10	-1.0	-6	-9	4	5	-3	2	1
O=C(NC1=NCCS1)c1ccc(Br)s1	-273	-44	7	-0.6	4	-152	-3	-256	-6	0	-119
O=C(NC1CCN(C(=O)Nc2cccc(F)c2)CC1)C1CCCCC1	17	19	-2	1.1	0	5	4	4	-3	1	10
CN(Cc1ncc[nH]1)C(=O)CC1C(=O)NCCN1Cc1c(F)cccc1Cl (centres undefined)	3	-5	14	2.5	-2	2	-5	19	-5	0	-2
CCO[C@@H]1OC(C(=O)N2CCN(C)CC2)=C[C@H](c2csc3ccccc23)[C@H]1CCCO	14	-6	6	-1.2	5	12	12	9	-11	4	-6
Cc1ccc(S(=O)(=O)N2CCN(C(=O)COc3ccc(-c4nnco4)cc3)CC2)cc1	19	-20	-2	1.3	0	-6	-22	4	-5	2	-10
CC(NC(=O)COc1ccccc1)C(=O)N1CCN(c2ccccc2)CC1 (centres undefined)	0	-1	6	-0.3	-1	2	3	12	-3	3	-5
Cc1cccc(N(O)C(=O)Nc2cccc(Cl)c2)c1	-217	-1	1	-0.4	-2	-29	-2	-122	-18	/	-53
Cc1ccc(NC(=O)c2cc(S(=O)(=O)N3CCCC3)cn2C)cc1	-6	9	/	0.1	2	-12	0	3	11	4	/
O=C(c1nc2ccccc2s1)N1CCSCC1	-168	-23	1	-1.8	-1	-64	2	-120	-5	-1	-9
O=C(COc1coc(CN2CCN(c3ccccc3)CC2)cc1=O)N1CCc2ccccc21	10	-13	10	1.3	7	12	-3	2	-4	4	3
COc1ccc(C(C(=O)NC(C)(C)C)N(CCc2ccccc2)C(=O)CCC(=O)Nc2cc(C)on2)cc1 (centres undefined)	-52	0	-16	0.2	5	-7	8	-38	-3	2	-19

An excerpt from above in order of their number in CaV13 FRET inh, largest number first.
molecule | CaV13 FRET inh
COc1cccc(-n2c(Cc3cc(=O)[nH]c(=O)[nH]3)nnc2SCC(=O)NC2CCCC2)c1 | -2
O=C(COc1coc(CN2CCN(c3ccccc3)CC2)cc1=O)N1CCc2ccccc21 | -4
O=C(COc1ccccc1)Nc1ccc(C(=O)N2CCCC2)cc1 | -5
